KCNQ2 block: KCNQ2 channel blockers in CHO-K1 cells – cell-based, FluxOR thallium flux, B-score, primary screen (AID 2156); O88943; actives 1.1% (n = 310,000); 20 min; active compounds read low; B-score at 10 µM;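 active = fluorescence ratio B-score at most minus 3 library SDs, with starting brightness B-score within 2 library SDs, cut at about -5.5 in these data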
Target sequence (O88943 whole entry, looked up): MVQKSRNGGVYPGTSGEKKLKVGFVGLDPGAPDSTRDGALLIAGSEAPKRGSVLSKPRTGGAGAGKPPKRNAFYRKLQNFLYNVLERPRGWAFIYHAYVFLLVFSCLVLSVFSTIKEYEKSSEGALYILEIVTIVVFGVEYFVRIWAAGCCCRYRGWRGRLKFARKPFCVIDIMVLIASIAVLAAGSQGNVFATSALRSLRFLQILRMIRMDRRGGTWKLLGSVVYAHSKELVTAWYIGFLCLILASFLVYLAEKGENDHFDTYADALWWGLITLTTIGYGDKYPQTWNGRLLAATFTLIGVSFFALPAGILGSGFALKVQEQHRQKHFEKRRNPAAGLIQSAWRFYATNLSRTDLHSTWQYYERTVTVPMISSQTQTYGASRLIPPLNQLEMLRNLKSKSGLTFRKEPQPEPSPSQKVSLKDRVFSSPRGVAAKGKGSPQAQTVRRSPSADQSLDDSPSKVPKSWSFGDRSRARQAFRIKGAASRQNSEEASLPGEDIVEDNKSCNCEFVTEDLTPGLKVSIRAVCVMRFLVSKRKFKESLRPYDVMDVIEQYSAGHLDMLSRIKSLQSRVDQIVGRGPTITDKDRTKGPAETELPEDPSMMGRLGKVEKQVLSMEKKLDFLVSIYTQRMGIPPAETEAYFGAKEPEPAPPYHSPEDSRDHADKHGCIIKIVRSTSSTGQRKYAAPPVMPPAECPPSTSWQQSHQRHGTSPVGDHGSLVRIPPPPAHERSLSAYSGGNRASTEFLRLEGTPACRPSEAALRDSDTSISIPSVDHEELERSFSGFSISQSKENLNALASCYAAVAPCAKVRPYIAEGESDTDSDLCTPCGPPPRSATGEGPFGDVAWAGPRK
CHT inh: inhibitors of human choline transporter CHT; AID 488975; CHT-expressing cells, membrane potential dye, choline response; active compounds read low; B-score at 10 µM; Q9GZV3; actives 0.86% (n = 310,000);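 active = B-score over 3 SD under the library average, and starting fluorescence ratio not unusually high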;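 also: choline stimulus applied at its EC90 after an EC20 pre-addition; B-score computed on integrated fluorescence ratio after choline addition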
Numbers without * were called inactive; i = inactive; . = not tested or not shown.

KCNQ2 block	CHT inh	molecule
i	i	Cc1cc2cc(CCNC(=O)c3ccc(S(=O)(=O)N4CCCC4)cc3)c(=O)[nH]c2cc1C
i	i	CC(NS(=O)(=O)c1ccc(Cl)cc1)C(=O)NCCC1=CCCCC1 (stereo not given)
i	i	O=C(NC1CCCCC1)c1ccc(CNc2ccccc2)o1
i	i	c1ccc(-n2cnc3cc(NCc4ccccn4)ccc32)cc1
i	i	Cc1cc(NC(=O)c2oc3ccccc3c2C)ccc1-n1cnnn1
i	i	CNC(=O)c1[nH]cnc1C(=O)N[C@@H](CCCCNC(=O)OC(C)(C)C)C(=O)OC(C)(C)C
.	i	COc1ccc(Cl)cc1NC(=O)CSc1nnc(Cn2c(=O)sc3ccccc32)n1C
i	i	CCc1ccc(NC(=O)COC(=O)c2ccc(Cl)c(S(=O)(=O)N3CCCCCC3)c2)cc1
i	i	Cc1ccccc1N1CCN(S(=O)(=O)c2ccccc2)CC1
i	i	CCCCN(C)C(=O)Cn1c(=O)oc2cc(S(=O)(=O)N3CC(C)CC(C)C3)ccc21 (stereo not given)
i	i	CCN(CC1CCCN(CCc2cccc(OC)c2)C1)C(=O)c1ccoc1C (stereo not given)
i	i	O=C(Nc1cccc(F)c1)c1cccnc1NCCc1ccccc1
i	i	COc1cccc(N2CCN(C(=O)c3cccc(N4C(=O)NC5CC4(C)Oc4c(OC)cccc45)c3)CC2)c1 (stereo not given)
i	i	O=C(NCc1ccccc1Cl)c1ccc[nH]1
i	i	CCn1cnc2c([N+](=O)[O-])c(NS(=O)(=O)c3ccc(C)cc3)ccc21
i	i	Cc1ccc(N(C)C(=O)N2CCN(S(=O)(=O)c3ccc(C)c(C)c3)CC2)cc1

Profiles as entered above.
Cc1ccccc1N1CCN(S(=O)(=O)c2ccccc2)CC1 as listed: KCNQ2 block = i; CHT inh = i
Cc1ccc(N(C)C(=O)N2CCN(S(=O)(=O)c3ccc(C)c(C)c3)CC2)cc1 as listed: KCNQ2 block = i; CHT inh = i

(listing goes on)
KCNQ2 block	CHT inh	molecule
i	i	O=S(=O)(c1ccc(OCC(O)CNCc2ccco2)c(Cl)c1)N1CCOCC1 (stereo not given)
i	i	COc1cc(C#N)ccc1OC(=O)c1cccc(S(=O)(=O)N2CCN(C)CC2)c1
i	i	COc1ccc([N+](=O)[O-])cc1NC(=O)C1(c2ccccc2)CCOCC1
i	i	CN(c1ccccc1)S(=O)(=O)c1cccc(C(=O)NCCCN2CCCC2=O)c1
i	i	Cc1ccc(C(=O)NCc2ccccc2)cc1Br
i	i	CC(C)CCNC(=O)COC(=O)c1ccc(Br)o1
i	i	C#Cc1ccc([C@@H]2C=C(C(=O)N3CCN(Cc4ccccc4)CC3)O[C@H](OCCCCO)C2)cc1
i	i	Cc1ccc(S(=O)(=O)N(C)C)cc1NC(=S)NCCc1ccccn1
i	i	Nc1[nH]ncc1-c1ccccc1
i	i	CCC(Oc1ccccc1)C(=O)Nc1ccccc1N1CCCC1 (stereo not given)
i	i	COc1ccc(NC(=O)c2sc3ncnc(N4CCN(c5ccccn5)CC4)c3c2C)cc1Cl
i	i	O=C(NC1CCc2ccccc21)C1CCN(S(=O)(=O)c2ccc(-n3cnnn3)cc2)CC1 (stereo not given)
i	i	Cc1ccc(/C=C(/C#N)c2nc(CCN3C(=O)c4ccccc4C3=O)cs2)cc1
i	i	COc1ccc(NC(=S)NCCc2ccccc2)c(OC)c1
i	i	Cc1nc(C)c(-c2ccc(SCC(=O)Nc3cccc(Cl)c3C)nn2)s1
i	i	CCN1CCN(C(=O)c2ccc(Cl)c(S(=O)(=O)N3CCOCC3)c2)CC1

Next section (three carried over from the part before).
KCNQ2 block	CHT inh	molecule
i	i	COc1ccc(NC(=S)NCCc2ccccc2)c(OC)c1
i	i	Cc1nc(C)c(-c2ccc(SCC(=O)Nc3cccc(Cl)c3C)nn2)s1
i	i	CCN1CCN(C(=O)c2ccc(Cl)c(S(=O)(=O)N3CCOCC3)c2)CC1
i	i	Cc1cc(Nc2ccccc2)n(-c2ccc(C(=O)O)cc2)n1
i	i	Cc1ccc(CNC(=O)C2CCC(=O)N(Cc3ccccc3F)C2)s1 (stereo not given)
i	i	COc1cccc(N2C(C(C)=O)=NN(c3ccccc3)C2c2ccc(N3CCOCC3)cc2)c1 (stereo not given)
i	i	N#C/C(=C\c1c(N2CCCCCC2)nc2ccccn2c1=O)C(=O)NC1CCS(=O)(=O)C1 (stereo not given)
i	i	CC(=O)c1c(C)n(-c2ccccc2)c2ccc(O)cc12
i	i	CCOc1ccc([N+](=O)[O-])cc1CNC1CCCCCCC1
-6.7*	i	CN(C(=O)c1nn(C)c2c1CSc1ccccc1-2)c1ccccc1Cl
i	i	COc1ccc(OC)c(NC(=O)C2CCN(C(=O)c3cccs3)CC2)c1
i	i	CN1C=CC=C/C1=C1\SC(=S)N(c2ccccc2)C1=O
i	i	Cc1nc2ccc(NC(=S)NCCCO)cc2nc1C
i	i	CCSc1nnc(NC(=O)CSc2nccn2-c2cc(C)cc(C)c2)s1
i	i	Cc1ccc(-c2nc3ccccc3c(=O)n2NC(=S)N(C)C)cc1
i	i	COc1ccc2c(c1)c(CC(=O)OCC(N)=O)c(C)n2C(=O)c1ccc(Cl)cc1
i	i	COc1ccccc1Nc1nc(N)nc(-c2cc3ccccc3o2)n1
i	i	Cc1ccc(S(=O)(=O)N(CC(=O)Nc2ccc(F)cc2)C(=O)N2CCN(C)CC2)cc1
i	i	O=C(CNC(=O)c1ccc(Cl)cc1)OCC(=O)c1ccc2c(c1)OCCO2
i	i	COc1ccccc1-n1c(CNC(=O)c2ccc(S(=O)(=O)N3CCCCC3)cc2)n[nH]c1=S
i	i	CCOC(=O)C1(Cc2cccc(OC)c2)CCN(Cc2cccc(OC)c2O)CC1
i	-5.6*	O=C(CCN1C(=O)/C(=C\c2cccc(Br)c2)SC1=S)NCCCN1CCOCC1
i	i	CCO[C@@H]1OC(C(=O)NCc2nc3ccccc3[nH]2)=C[C@H](C2CC2)[C@H]1CCCO
i	i	O=c1[nH]c(CSc2nc(-c3ccccc3)cs2)nc2ccccc12
i	i	Cc1nc2ccc(NC(=O)COc3ccccc3F)cc2s1
i	.	Cn1nc([N+](=O)[O-])nc1S(C)(=O)=O
i	i	CC(C)N(Cc1nccn1C)C(=O)c1ccc(OC2CCN(C(=O)C3CC3)CC2)cc1
i	i	C=CCSc1nc2c(cnn2-c2ccc(C)c(C)c2)c(=O)[nH]1
i	i	CCC(C)(C)NC(=O)CN(C(=O)c1snc(C(N)=O)c1N)c1ccc2c(c1)OCO2
i	i	CC(=O)c1ccc(Nc2cc(C)nc3nc(C)nn23)cc1
i	i	COC(=O)c1cc(S(=O)(=O)NCc2cc(OC)c(OC)c(OC)c2)cn1C
i	i	COc1ccc2c(c1)CCC(C)N2C(=O)C(=O)c1c[nH]c2ccccc12 (stereo not given)
i	i	COc1nc(N(C)C)nc(N(C#N)CCOC(C)=O)n1
i	i	Cc1nnc(SCc2ccc(Cl)cc2)n1CC1CCCO1 (stereo not given)
i	i	O=C(O)CNC(=S)N(Cc1ccccc1)Cc1cccnc1
i	i	C=CCN(C)NC(=O)Nc1ccccc1
i	i	Clc1nc2c(ccc3ccccc32)[nH]1
i	i	CN1CCC(=C(c2ccccc2)c2ccc(Br)cc2)CC1
i	i	COc1ccc(S(=O)(=O)N(C)CC(=O)Nc2ccc3c(c2)OCCO3)cc1
i	i	COc1ccccc1OCC(=O)NCC(C)NC(=O)COc1ccccc1OC (stereo not given)
i	i	CCCc1n(CC(O)COCC2CC=CCC2)c2ccccc2[n+]1C (stereo not given)
i	i	O=C(CCN1CCN(c2ccccc2)CC1)N/N=C/c1ccc([N+](=O)[O-])o1
i	i	COc1cc(NC(=O)CC(C)S(=O)(=O)c2cc3c(cc2C)NC(=O)CO3)cc(OC)c1OC (stereo not given)
i	i	CS(=O)(=O)N(CC(=O)N1CCCC1)Cc1ccccc1
-6.4*	i	COc1ccccc1N(Cc1ccccc1)S(=O)(=O)c1cccc(C(=O)Nc2cccc(C)n2)c1
i	i	CCC1CCC(C(=O)NNC(=O)OC)CC1 (stereo not given)
i	i	Cc1nc2ccccc2c(=O)n1-c1ccc(NS(=O)(=O)c2ccccc2)cc1
i	i	CCOCCCN(C(=O)CCC(=O)Nc1cc(C)on1)C(C(=O)NC(C)(C)C)c1ccccc1Cl (stereo not given)
i	i	O=C(CC1CCCC1)Nc1nc2ccccc2[nH]1
i	i	COc1cc(C2/C(=C(/O)c3ccccc3)C(=O)C(=O)N2c2ccccn2)ccc1O (stereo not given)
i	i	CC(=O)N(Cc1ccco1)C1(C(=O)NC2CCCC2)CCCCC1
i	i	S=C(Nc1ccc2c(c1)OCO2)Nc1ccc2c(c1)OCO2
i	i	Cc1csc(NC(=O)CSc2nnc(CCNC(=O)c3cccs3)n2C)n1
i	i	COc1ccc(CCN=C(C)C2=C(O)C(c3ccccc3)OC2=O)cc1OC (stereo not given)
i	i	Cc1ccc(N(Cc2cc3ccccc3[nH]c2=O)S(C)(=O)=O)cc1
i	i	CCc1ccc(C(=O)COC(=O)C2CCN(c3ccc(C(F)(F)F)cn3)CC2)cc1
i	i	CCOc1cccc(CNCCCSc2ncccn2)c1
i	i	Cc1ccc(C)c(-n2c(CNc3ccc(F)cc3)nnc2SCC(N)=O)c1
i	i	CCN(CC)CCCNC(=O)CSc1nc2c(c(C(F)(F)F)n1)CCc1ccccc1-2

Further records:
KCNQ2 block	CHT inh	molecule
.	i	CCc1ccc(C2=CC(c3cc(Br)ccc3F)n3ncnc3N2)cc1 (stereo not given)
i	i	CCCc1noc2c1/C(=N\O)CC(CC(C)SCC)C2 (stereo not given)
i	i	COc1ccc(NC(=O)CN2c3cccc4cccc(c34)S2(=O)=O)c(OC)c1
i	i	CCOc1ccc(OCCSc2nc(-c3ccccc3)cc(=O)[nH]2)cc1
i	i	S=c1[nH]nc(Cn2nnc3ccccc32)n1-c1ccc(Cl)cc1
i	i	COc1ccc(N(C(=O)c2ccco2)C(C(=O)NC2CCCC2)c2cccs2)cc1OC (stereo not given)
i	i	Cc1ccc(NC(=O)C(=O)NN)cc1
i	i	O=C(CSc1nc2ccccc2s1)NNC(=S)Nc1ccccc1
i	i	CCN(CC)c1ccc(C(=O)OCC(=O)NC(C)(C)C)cc1
i	i	CCCCc1c(O)n2c(nc3ccccc32)[nH]c1=O
i	i	CN(C)CCn1c(C(=O)O)cc2ccccc21
i	i	Nn1c(COc2ccc(Cl)cc2)nc2ccccc2c1=O
i	i	CC1SC(c2ccc(F)cc2)N(CCc2ccccc2)C1=O (stereo not given)
i	i	CCC(C)NC(=O)CC(c1ccccc1)c1cc(C)ccc1O (stereo not given)
i	i	CC(Cc1c[nH]c2ccccc12)NC(=O)C1CCCNC1=O (stereo not given)
i	i	O=c1cc(-c2ccc(F)cc2)oc2ccccc12

Some of these compounds in order of formula weight, largest number first:
KCNQ2 block	CHT inh	molecule
i	-5.6*	O=C(CCN1C(=O)/C(=C\c2cccc(Br)c2)SC1=S)NCCCN1CCOCC1
i	i	COc1cc(C#N)ccc1OC(=O)c1cccc(S(=O)(=O)N2CCN(C)CC2)c1
i	i	Cc1nc2ccccc2c(=O)n1-c1ccc(NS(=O)(=O)c2ccccc2)cc1
i	i	CC(=O)N(Cc1ccco1)C1(C(=O)NC2CCCC2)CCCCC1
i	i	CC1SC(c2ccc(F)cc2)N(CCc2ccccc2)C1=O (stereo not given)
i	i	CCCCc1c(O)n2c(nc3ccccc32)[nH]c1=O

New compounds follow
KCNQ2 block	CHT inh	molecule
i	i	CN(C)c1nc(N)nc(CSc2n[nH]c(-c3ccccc3)n2)n1
i	i	COC(=O)N/N=C/c1cccnc1
i	i	O=C(Nc1ccccc1)OCC1CCCN2CCCCC12 (stereo not given)
i	i	O=C(O)c1cc(CN2CCOCC2)oc1-c1ccccc1
i	i	Cc1c(OCC(=O)NCC(O)c2ccccc2)ccc2c3c(c(=O)oc12)CCC3 (stereo not given)
i	i	CCCn1c(O)c(CN2CCCCC2)c(C)c(C#N)c1=O
i	i	CC(CCN1CCC(n2nccc2NC(=O)c2ccccc2Cl)CC1)c1ccccc1 (stereo not given)
i	i	COC(=O)C1=CNC=C(C(=O)OC)C1c1cccc(OC)c1
i	i	CN(CCC(=O)Nc1ccc(Br)cc1)Cc1ccccc1
i	i	CC1CCc2c(sc(NS(=O)(=O)c3ccccc3)c2C(=O)OC(C)C)C1 (stereo not given)
i	i	CN1C(=O)C(Cc2cnc[nH]2)NC1=S (stereo not given)
i	i	COc1ccc(C(C)=O)cc1COC(=O)c1cccc(N(C)C)c1
i	i	CC1c2ccsc2CCN1S(=O)(=O)c1cccs1 (stereo not given)
i	i	CN(CCC(=O)Nc1ccc(Cl)cc1)Cc1ccccc1
i	i	CS/C(=N\NC(N)=O)c1ccccc1
i	i	CC(C)(C)NC(=O)C(c1ccc(F)cc1)N(Cc1cccs1)C(=O)c1ccc(CN2CCOCC2)o1 (stereo not given)
i	i	COc1ccc(NCc2nnc(SCC(=O)Nc3ccc(OC)cc3OC)o2)cc1
i	i	Cc1cccc(C)c1Nc1c(-c2ccsc2)nc2ncccn12
i	i	CN(C(=O)c1ccncc1)c1nnc(-c2cnccn2)s1
i	i	CN1CCN(c2ccccc2NC(=O)Cc2cn(C)c3ccccc23)CC1
i	i	CC(=O)NC(Cc1ccc(C(C)C)cc1)C(=O)NC1CCN(c2nc(C)cc(C)n2)CC1 (stereo not given)
i	i	Cc1cccc2c1c(N=NC(N)=S)c(O)n2C1OC(CO)C(O)C(O)C1O (stereo not given)
i	i	COc1ccc(CNC2=CC(=O)CC(C)(C)C2)cc1
i	i	COc1ccc(CN2CCN(C(C)C(=O)N(C)Cc3cccc(F)c3)CC2)cc1OC (stereo not given)
i	i	COc1ccc(NC(=O)c2cc3ccccc3oc2=O)c(OC)c1

Source: PubChem
